RSV CPE inhibition: RSV antiviral activity via CPE protection, HEp-2 cells, primary 10 µM value included (AID 2391); 0.13% of 310,000 active; HEp-2 cells, RSV-induced CPE inhibition; higher % means a stronger effect; one-dose CPE inhibition, % at 10 µM; IC50 in µM for titrated hits; in the data active = a potency from the dose series; also: strong numbers were not always called active
AID2073: inhibitors of Mint1-CaV2.2 protein interaction, biochemical, HTRF (AID 2073) | HTRF protein-protein interaction, Mint1-CaV2.2; higher % means a stronger effect | one-dose inhibition, % at 20 µM; IC50 in µM for titrated hits | 0.19% of 290,000 active; in the data active = inhibition mostly above about 51%, no sharp cut-off; also: some results filed as inactive read as strong as hits
SV40 large T antigen: SV40 large T antigen inhibitors, biochemical (AID 1903); inhibition, % at 20 µM; hits with a dose series show IC50 in µM; SV40 large T antigen ATPase/helicase inhibition assay; higher % means a stronger effect; 0.39% of 310,000 active; in the data active = a potency from the dose series; also: strong numbers were not always called active
SIAH1 antagonists: Siah-1 peptide-binding antagonists, primary screen, biochemical, fluorescence polarization, rhodamine-plectin, uHTS (AID 1817) | E3 ubiquitin-protein ligase SIAH1 (Homo sapiens) | Siah-1 / rhodamine-plectin peptide fluorescence polarization; higher % means a stronger effect | displacement, % at 20 µM; hits with a dose series show IC50 in µM | 0.02% of 290,000 active;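 active = displacement of at least 50% at 20 µM, with a fluorescence ratio check between 0.3 and a set limit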;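 also: plate controls were Siah plus tracer with DMSO for no effect and tracer alone without Siah for full effect; strong numbers were not always called active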
Rac1 GTP hydrolysis: MgcRacGAP GTPase-activating activity inhibitors, confirmation, biochemical, ADP Hunter fluorescence; Rac GTPase-activating protein 1 (Homo sapiens); MgcRacGAP-stimulated Rac1 GTP hydrolysis, ADP Hunter fluorescence; higher % means a stronger effect; GST-tagged Rac1 F28L mutant substrate; one-dose inhibition, % at 30 µM; IC50 in µM for titrated hits; 0.6% of 340,000 active;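 active = first-screen hits whose inhibition reached a set limit at any dose in the follow-up dose series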;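 also: fluorescence reports GDP produced by GAP-driven GTP hydrolysis; strong numbers were not always called active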
XIAP displacement: XIAP antagonists, biochemical, IAP family, fluorescence polarization (AID 1018). E3 ubiquitin-protein ligase XIAP (Homo sapiens). XIAP BIR domain, fluorescence polarization peptide displacement; higher % means a stronger effect. one-dose displacement, % at 20 µM; IC50 in µM for titrated hits. 0.007% of 200,000 active; in the data active = displacement above about 50%; also: a part of the inactive calls stands beside numbers as strong as those of hits
HIV peptide binding: inhibitors of HIV fusion peptide binding, primary screen, biochemical, uHTS, fluorescence dequenching (AID 1986); 0.3% of 290,000 active; inhibition, % at 20 µM, or IC50 in µM where a hit was titrated; cell-free peptide binding, fluorescence dequenching, 30 min; higher % means a stronger effect; in the data active = inhibition mostly above about 52%, no sharp cut-off; inactive = mostly below about 76%; also: some results filed as inactive read as strong as hits
LYP phosphatase: inhibitors of LYP phosphatase, biochemical, fluorescence intensity, uHTS (AID 1779) | Tyrosine-protein phosphatase non-receptor type 22 (Homo sapiens) | recombinant LYP phosphatase, fluorescence intensity; higher % means a stronger effect | inhibition, % at 11.5 µM, or IC50 in µM where a hit was titrated | 0.054% of 290,000 active; in the data active = inhibition above about 50%;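 also: plate controls were vehicle with enzyme for no effect and no enzyme for full effect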
Dengue-2 NS5 capping: Dengue-2 NS5 methyltransferase inhibitors, primary screen, biochemical, confirmation dose response (AID 588689) | Dengue-2 NS5 methyltransferase capping enzyme assay, biochemical; higher % means a stronger effect | inhibition, % at 25 µM; hits with a dose series show IC50 in µM | 0.3% of 340,000 active; in the data active = a potency from the dose series
Dengue-2 NS5 capping pilot replicate: further read-out of Dengue-2 NS5 capping, marked with its call; inhibition, %; measured here: pilot screen replicate inhibition
Numbers without * were called inactive; x = no result given.

SMILES	RSV CPE inhibition	AID2073	SV40 large T antigen	SIAH1 antagonists	Rac1 GTP hydrolysis	XIAP displacement	HIV peptide binding	LYP phosphatase	Dengue-2 NS5 capping	others
CC1=C(C(=O)OCc2ccccc2)C(c2ccccc2Cl)NC(=O)N1CCCC(=O)O (configuration not stated)	3.3%	13%	15%	-3%	6%	x	0.7%	-7%	-9%
CCN(CC)C(=O)COc1ccc(/C=C(\C#N)S(=O)(=O)c2ccccc2)cc1OC	4.9%	-2%	26%	-3%	9%	-5.7%	1.6%	-6%	-10%
Cc1cccc(Cl)c1NNC(=O)Nc1c([N+](=O)[O-])c(C)nn1C	2.2%	3%	19%	11%	-1%	x	0.8%	-6%	-5%
CCc1nn(CC(=O)N2CCN(c3cc(C)ccc3C)CC2)c(=O)c2cc3occc3n12	-0.6%	-1%	8%	9%	1%	x	0.9%	-12%	1%
O=C(Nc1cc(F)cc(F)c1)c1ccc(NCCCN2CCCCCC2)c([N+](=O)[O-])c1	-3.7%	-3%	0%	13%	4%	-3.2%	-0.1%	-5%	0%
COc1ccc(S(=O)(=O)N2CCC(C(=O)Nc3ccc(S(=O)(=O)N4CCCC4)cc3)CC2)cc1OC	1.1%	x	11%	x	10%	x	x	x	1%
C=CCn1c(SCC(=O)c2ccc(CNC(C)=O)o2)nc2scc(C3CC3)c2c1=O	5.4%	36%	13%	13%	9%	-9.9%	26%	-1%	1%
CC1CN(CCCCOc2ccc3ccccc3c2)CC(C)O1 (configuration not stated)	-0.8%	-6%	-2%	2%	4%	0.7%	-1.0%	-5%	2%
Cc1ccc(S(=O)(=O)N(CC(O)CN2CCCCC2)c2cccc([N+](=O)[O-])c2)cc1 (configuration not stated)	0.3%	-5%	8%	3%	-4%	x	-0.9%	0%	-3%
CCC(C)c1ccc(NC(=S)NC2CCN(Cc3ccccc3)CC2)cc1 (configuration not stated)	7.1%	-4%	-2%	2%	3%	-1.6%	-2.7%	-1%	-3%
Brc1ccc2c(c1)C(c1ccc(N3CCOCC3)cc1)=NNC(c1cccs1)=N2	39%	8%	-2%	-3%	11%	-12%	-4.2%	12%	-11%	Dengue-2 NS5 capping pilot replicate=-11
COc1ccc2[nH]c(-c3cccc(F)c3)cc(=O)c2c1	4.5%	14%	8%	-5%	-1%	-19%	-0.6%	-3%	-5%
CC1=CC(C)(C)[N+](C)(C)c2ccc(C)cc21	-0.3%	-5%	2%	8%	-1%	2.4%	-1.0%	-12%	2%
Cc1cc(N2CCC(N(C)C3CCCC3)CC2)nc2cc(O)ccc12	-1.0%	19%	8%	-8%	12%	-11%	-2.8%	-5%	-3%
CCCSc1nc2c(cnn2-c2ccc(C)c(C)c2)c(=O)[nH]1	18%	38%	5%	-2%	1%	0.2%	0.3%	-4%	-4%
Cc1ccnc(N2C(=O)c3ccccc3C2Nc2ccc3c(c2)OCCO3)c1 (configuration not stated)	0.7%	0%	6%	1%	8%	-3.9%	0.3%	-6%	-1%
O=C(N=Nc1c(O)[nH]c2ccccc12)c1cc(NS(=O)(=O)c2cccs2)cc(NS(=O)(=O)c2cccs2)c1	1.6%	66%	3%	-5%	13%	-5.4%	-2.4%	-1%	3%
O=S(=O)(/N=C(/c1ccc(F)cc1)N1CCCCC1)c1ccc(Cl)cc1	1.9%	-4%	9%	6%	6%	-0.6%	1.2%	-5%	3%
CCC(=O)Nc1ccccc1C(=O)OC(c1ccccc1)c1ccccc1	2.9%	-6%	6%	8%	-2%	-2.4%	-2.6%	5%	-4%
O=c1[nH]c2ccc(S(=O)(=O)NCc3ccccc3)cc2[nH]1	-0.9%	-12%	7%	-6%	3%	-3.0%	-1.6%	-9%	5%
Cc1ccc(Cl)cc1NC(=O)CSc1nnc(C)n1-c1ccccc1	1.1%	-3%	17%	-2%	8%	-1.6%	-5.2%	-3%	3%
O=C(Nc1cccc(Cl)c1)NC1CC2CCC(C1)N2Cc1cccs1 (configuration not stated)	-3.6%	-4%	6%	2%	-24%	-4.8%	-1.2%	-3%	-9%
CC/C(=N\NC(=O)CSCc1ccccc1Cl)c1ccc2c(c1)OCCO2	2.9%	-1%	2%	7%	5%	-16%	1.7%	-6%	3%
C[n+]1ccn(CC(=O)c2ccc(Br)cc2)c1	2.6%	0%	2%	-6%	7%	-3.2%	-2.2%	-4%	-4%
Clc1ccccc1Cc1noc(CN2CCN(c3cnccn3)CC2)n1	1.8%	-1%	4%	2%	8%	-5.0%	-0.1%	-10%	0%
Additional results:
SMILES	RSV CPE inhibition	AID2073	SV40 large T antigen	SIAH1 antagonists	Rac1 GTP hydrolysis	XIAP displacement	HIV peptide binding	LYP phosphatase	Dengue-2 NS5 capping	others
CCOc1c(Br)cc(C2NS(=O)(=O)N=C3CCCCCN32)cc1OC (configuration not stated)	1.6%	-7%	5%	-1%	6%	-4.1%	-0.3%	-11%	-11%
Cc1ccc(C)c(NC(=O)CN(C)C(=O)c2ccncc2)c1	0.8%	0%	13%	2%	6%	x	0.1%	-5%	-8%
CN(C)/C=C/C(=O)c1cccc(Cl)c1	0.7%	14%	2%	-10%	4%	-7.1%	1.7%	8%	-5%	Dengue-2 NS5 capping pilot replicate=-3.7
O=C(Nc1ccccc1N1CCCCC1)c1ccc(Cl)cc1	12%	5%	9%	11%	14%	x	0.2%	-1%	-2%
CNC(=O)N1c2ccccc2NC(=O)CC1C (configuration not stated)	0.6%	-4%	12%	0%	6%	-7.6%	0.0%	-6%	-5%
Nc1cc(S(=O)(=O)C(F)(F)F)ccc1C(=O)O	1.1%	-2%	10%	6%	7%	1.9%	1.0%	-2%	6%
CCOC(=O)C1CCN(C(=O)COC(=O)COc2ccccc2OC)CC1	0.6%	0%	9%	-5%	7%	-2.6%	-2.4%	-12%	-1%
Cc1cc(C)c2c(n1)nn1c(NCCOCCO)cc(C)nc21	0.9%	32%	2%	5%	15%	-3.1%	0.9%	-20%	5%
CCOc1ccc(N2Nc3n[nH]c(N)c3N2)cc1	1.1%	-14%	18µM*	2%	31%	-4.0%	-0.3%	-1%	15%
CS(=O)(=O)N1CCN(C(=O)Cc2ccccc2)CC1	0.1%	14%	2%	-6%	7%	-4.9%	1.0%	-6%	-1%
COc1ccc(NC(=O)CC2C(=O)N(Cc3ccco3)C(=S)N2C(C)C)cc1 (configuration not stated)	3.1%	-6%	12%	12%	-21%	-4.1%	0.0%	3%	4%
O=C(NCC1CCCCC1)c1ccc(F)cc1Cl	2.8%	-2%	10%	-3%	13%	x	-0.8%	-6%	-1%
O=C(OC1CCOC1=O)c1ccc(CO)cc1 (configuration not stated)	1.2%	16%	8%	-1%	6%	x	-0.1%	-10%	-2%
Cc1c(C(=O)N(CCC#N)c2ccccc2)sc2nc3n(c(=O)c12)CCCC3	0.3%	22%	-1%	6%	-2%	x	0.9%	-13%	-1%
CCN(CC)C(=O)C1CCCN(Cc2ccc(OC)c(C)c2C)C1 (configuration not stated)	1.6%	4%	5%	5%	22%	-4.3%	4.7%	0%	0%
COc1ccc(S(=O)(=O)Nc2c(C)n(C)n(-c3ccccc3)c2=O)cc1	1.8%	-6%	7%	1%	2%	-4.6%	-1.3%	-4%	2%
O=C(c1cccs1)N1CCN(C(=O)C(c2ccccc2)c2ccccc2)CC1	1.9%	-11%	12%	-1%	7%	-4.7%	-1.0%	2%	-8%
CCCc1ccc(OC(=O)c2ccc(O)cc2Cl)cc1	3.4%	14%	-2%	2%	8%	-4.2%	23%	7%	x
O=C(COc1ccccc1)NC1CCSC1=O (configuration not stated)	1.1%	20%	5%	-8%	1%	-0.3%	-1.2%	-3%	-2%
COc1ccc(-c2nc(-c3cccc(C)c3)nc(Cl)c2C#N)cc1	x	4%	0%	3%	x	-0.3%	0.7%	-5%	x
CCCCn1c(N)c(N(CCOC)C(=O)CSc2nnc(C)n2-c2ccc(OC)cc2)c(=O)[nH]c1=O	-1.2%	x	13%	x	-2%	x	x	x	7%
CC1Cc2ccccc2N1C(=O)CN(C)S(=O)(=O)c1cccc2cccnc12 (configuration not stated)	0.4%	24%	5%	0%	5%	0.7%	-0.4%	3%	1%
O=C(Oc1cccc(NC2=NS(=O)(=O)c3ccccc32)c1)c1ccncc1	3.2%	-9%	8%	0%	6%	1.4%	0.6%	0%	-3%
Oc1cccc(/C=N/N2CCCCC2)c1O	0.3%	-2%	14%	4%	x	x	-3.6%	-4%	4%
CC1=C(C(=O)Nc2ccccc2Cl)C(c2ccc(N(C)C)cc2)NC(=O)N1 (configuration not stated)	-0.1%	-1%	9%	-5%	3%	-2.7%	-1.6%	-4%	-24%
O=C(NC1CCCC1)C(c1cccnc1)N(C(=O)c1csnn1)C1CCCC1 (configuration not stated)	1.6%	1%	1%	-2%	5%	-4.5%	2.3%	-6%	-6%
CN1c2ccccc2C(O)=C(C(=O)Nc2ccccc2)S1(=O)=O	1.2%	-4%	11%	0%	6%	-3.6%	3.4%	-6%	10%

In the list so far, these have an aryl methoxy group:
SMILES	RSV CPE inhibition	AID2073	SV40 large T antigen	SIAH1 antagonists	Rac1 GTP hydrolysis	XIAP displacement	HIV peptide binding	LYP phosphatase	Dengue-2 NS5 capping	others
CCN(CC)C(=O)COc1ccc(/C=C(\C#N)S(=O)(=O)c2ccccc2)cc1OC	4.9%	-2%	26%	-3%	9%	-5.7%	1.6%	-6%	-10%
COc1ccc(S(=O)(=O)N2CCC(C(=O)Nc3ccc(S(=O)(=O)N4CCCC4)cc3)CC2)cc1OC	1.1%	x	11%	x	10%	x	x	x	1%
COc1ccc2[nH]c(-c3cccc(F)c3)cc(=O)c2c1	4.5%	14%	8%	-5%	-1%	-19%	-0.6%	-3%	-5%
CCOc1c(Br)cc(C2NS(=O)(=O)N=C3CCCCCN32)cc1OC (configuration not stated)	1.6%	-7%	5%	-1%	6%	-4.1%	-0.3%	-11%	-11%
CCOC(=O)C1CCN(C(=O)COC(=O)COc2ccccc2OC)CC1	0.6%	0%	9%	-5%	7%	-2.6%	-2.4%	-12%	-1%
COc1ccc(NC(=O)CC2C(=O)N(Cc3ccco3)C(=S)N2C(C)C)cc1 (configuration not stated)	3.1%	-6%	12%	12%	-21%	-4.1%	0.0%	3%	4%
CCN(CC)C(=O)C1CCCN(Cc2ccc(OC)c(C)c2C)C1 (configuration not stated)	1.6%	4%	5%	5%	22%	-4.3%	4.7%	0%	0%
COc1ccc(S(=O)(=O)Nc2c(C)n(C)n(-c3ccccc3)c2=O)cc1	1.8%	-6%	7%	1%	2%	-4.6%	-1.3%	-4%	2%
COc1ccc(-c2nc(-c3cccc(C)c3)nc(Cl)c2C#N)cc1	x	4%	0%	3%	x	-0.3%	0.7%	-5%	x
CCCCn1c(N)c(N(CCOC)C(=O)CSc2nnc(C)n2-c2ccc(OC)cc2)c(=O)[nH]c1=O	-1.2%	x	13%	x	-2%	x	x	x	7%

High-throughput results deposited in PubChem BioAssay by several laboratories.
